From PubChem
Yeast superoxide = yeast age-related superoxide inhibition as caloric restriction mimetic | superoxide response (% of plate mean), % at 10 µM | actives 0.18% (n = 330,000) | S. cerevisiae aged cells, superoxide DHE fluorescence; active compounds read low;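 active = superoxide response under a set limit, about three screen SD below normal, cut at about 65% in these data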;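 note: yeast aged for seven days with compound at 30 °C before DHE staining; 100% = average MFI of all compound-treated wells on the plate with controls excluded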
RPL19A-GFP yeast = alters RPL19A-GFP fluorescence in TOR pathway yeast screen. S. cerevisiae RPL19A-GFP strain, flow cytometry, 3 h; active compounds read low. AID 2025. actives 0.3% (n = 330,000). percent response vs DMSO, % at 10 µM;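 active = percent response vs DMSO below 50%; inconclusive = fewer than 70 events counted for the yeast strain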;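 note: median channel GFP fluorescence of the barcoded RPL19A-GFP strain; ratio of sample median GFP to plate DMSO average so 100% = DMSO; lower means less RPL19A-GFP as with rapamycin TOR inhibition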
GRK2 aptamer HTS = human GRK2 inhibition via aptamer displacement; P25098; bead flow cytometry, FAM-aptamer displacement from GRK2; inhibition of aptamer binding, % at 10 µM; actives 0.59% (n = 330,000);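 active = inhibition of aptamer binding above 40%, roughly 3 SD of noise, on plates passing a quality check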;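 note: median bead fluorescence of bound FAM aptamer so fluorescent compounds give negative values; no value below 0 was filed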
Target sequence (P25098 whole entry, looked up): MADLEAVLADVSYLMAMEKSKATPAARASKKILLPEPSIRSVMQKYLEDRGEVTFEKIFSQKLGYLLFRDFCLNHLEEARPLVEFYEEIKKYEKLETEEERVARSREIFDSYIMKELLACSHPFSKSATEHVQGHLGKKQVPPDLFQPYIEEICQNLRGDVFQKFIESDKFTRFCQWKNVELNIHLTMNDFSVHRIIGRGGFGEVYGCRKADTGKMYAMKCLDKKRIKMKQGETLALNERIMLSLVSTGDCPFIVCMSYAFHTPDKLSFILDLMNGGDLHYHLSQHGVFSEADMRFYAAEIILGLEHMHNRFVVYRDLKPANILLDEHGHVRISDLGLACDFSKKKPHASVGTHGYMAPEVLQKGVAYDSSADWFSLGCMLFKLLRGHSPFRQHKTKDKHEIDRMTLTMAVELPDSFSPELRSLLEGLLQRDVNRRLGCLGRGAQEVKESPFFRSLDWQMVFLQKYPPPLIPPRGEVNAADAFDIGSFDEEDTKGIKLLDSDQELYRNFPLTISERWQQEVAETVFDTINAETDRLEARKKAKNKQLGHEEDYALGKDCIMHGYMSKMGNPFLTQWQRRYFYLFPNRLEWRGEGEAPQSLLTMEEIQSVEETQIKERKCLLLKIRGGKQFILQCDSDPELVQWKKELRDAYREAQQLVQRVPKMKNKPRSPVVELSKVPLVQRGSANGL
CIT2 TOR yeast = alters CIT2-GFP fluorescence in TOR pathway yeast screen; AID 2029; S. cerevisiae CIT2-GFP strain, flow cytometry, 3 h; 100 means same as DMSO wells; GFP response vs DMSO, % at 10 µM; actives 0.065% (n = 320,000);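 active = GFP response relative to DMSO above a set limit, near the screen mean plus 3 SD, cut at about 150% in these data; inconclusive = Fewer than 70 cells measured for a yeast strain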;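 note: ratio of well median GFP fluorescence to mean of DMSO wells on the plate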
VLA-4 inh = inhibition in a human VLA-4 binding assay; VLA-4 expressing cells, ligand binding flow cytometry; inhibition, % (about 7 µM as worked out from the volumes in the protocol); actives 0.2% (n = 330,000); in the data active = inhibition above about 50%
LAP4-GFP MLPCN = modulators of TOR pathway LAP4-GFP in S. cerevisiae. S. cerevisiae LAP4-GFP multiplex, flow cytometry GFP, 3 h; median GFP as percent of DMSO wells. GFP response vs DMSO, % at 10 µM. actives 0.34% (n = 320,000). AID 2023;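 active = GFP response vs DMSO above a set limit, about the screen mean plus 3 SD, cut at about 150% in these data; inconclusive = under 70 cell events counted for the yeast strain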
MEP2 TOR yeast = alters MEP2-GFP fluorescence in TOR pathway yeast screen. GFP response vs DMSO, % at 10 µM. AID 2016. S. cerevisiae MEP2-GFP strain, flow cytometry GFP, 3 h; 100% = DMSO control level. actives 0.51% (n = 330,000);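 active = GFP response versus DMSO above a set limit, roughly screen mean plus 3 SD, cut at about 180% in these data; inconclusive = fewer than 70 cells counted for a yeast strain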;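 note: median GFP fluorescence of the barcode-gated MEP2-GFP cells per well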
AGP1-GFP MLPCN = alters AGP1-GFP fluorescence in TOR pathway yeast screen | actives 0.02% (n = 320,000) | GFP response vs DMSO, % at 10 µM | S. cerevisiae AGP1-GFP multiplex flow cytometry, 3 h; GFP as percent of DMSO wells | AID 2066;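 active = GFP response relative to DMSO above a set limit, near screen average plus 3 SD, cut at about 150% in these data; inconclusive = fewer than 70 cells counted for the yeast strain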;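 note: median GFP channel fluorescence of the gated AGP1 strain per well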
* marks the source's active call; other numbers are inactive results; ? = inconclusive; · = no result given.

SMILES | Yeast superoxide | RPL19A-GFP yeast | GRK2 aptamer HTS | CIT2 TOR yeast | VLA-4 inh | LAP4-GFP MLPCN | MEP2 TOR yeast | AGP1-GFP MLPCN
CC(C)(C)c1ccc(S(=O)(=O)/N=C2\C=C(NS(=O)(=O)c3ccccc3)C(=O)c3ccccc32)cc1 | 103 | 99 | 3 | 102 | -11 | 103 | 100 | 100
CC1CCc2sc3ncnc(N4CCN(CCO)CC4)c3c2C1 (stereo unspecified) | 86 | 99 | · | 102 | -1 | 91 | 104 | 95
COc1ccc(N2CCN(C(=O)CSc3nnc4c(C)cc5ccc(C)c(C)c5n34)CC2)cc1 | 91 | 100 | 7 | 110 | 26 | 85 | 102 | 100
CCn1c(COc2ccc(C)cc2)nnc1SCC(=O)C(C)(C)C | 101 | 98 | 2 | 104 | 14 | 113 | 110 | 102
CCOc1nc(NCc2ccco2)nc(Nc2ccc(OC)cc2)n1 | 83 | 93 | 1 | 89 | 4 | 95 | 97 | 90
C=CCOc1ccc(/C=N/NC(C)=O)cc1OCC | 92 | 94 | 0 | 96 | 14 | 97 | 96 | 99
Cc1cccc(NC(=O)c2cc3n(n2)C(C(F)(F)F)CC(C2CC2)N3)c1C (stereo unspecified) | 89 | 98 | 0 | 106 | -1 | 102 | 101 | 100
FC(F)(F)c1ccccc1NC(=S)NC1CCN(Cc2ccccc2)CC1 | 99 | 109 | 0 | 97 | 3 | 100 | 104 | 102
N#Cc1ccccc1S(=O)(=O)N1CCC(C(=O)NCc2ccccc2CN2CCCC2)CC1 | 92 | 90 | 0 | 95 | 21 | 83 | 84 | 91
CCN(CC)c1ccc(N2C(=O)/C(=C\c3cccnc3)SC2=S)cc1 | 96 | 101 | 3 | 104 | 8 | 132 | 105 | 105
COc1ccccc1CNC(=O)COC(=O)c1cc(C)oc1C | 99 | 95 | 1 | 94 | -119 | 97 | 102 | 98
CCc1noc(C)c1C(=O)N1CCN(c2cccc(C)c2C)CC1 | 101 | 111 | 0 | 96 | 12 | 132 | 103 | 120
CCN(Cc1ccccc1)C(=O)C1CCN(c2ncnc3c2nc2n3CCCCC2)CC1 | 79 | 100 | 4 | 97 | -5 | 106 | 93 | 102
COc1ccc(CNC(=O)CNC(=O)CNS(=O)(=O)c2ccc(C)c(C)c2)cc1 | 92 | 89 | 2 | 71 | -3 | 89 | 96 | 57
CNCc1ccccc1OCc1ccc(F)cc1 | 97 | 108 | 0 | 96 | 3 | 102 | 105 | 100
CCC(C(=O)Nc1ncccn1)(C(F)(F)F)C(F)(F)F | 96 | 96 | 0 | 106 | 12 | 98 | 103 | 100
O=C(Nc1cccc(O)c1)c1cc(-c2ccccc2Cl)on1 | 104 | 100 | · | 92 | -13 | 94 | 103 | 86
CC(=O)NCC12CC3CC(C1)CC(C(=O)O)(C3)C2 | 88 | 97 | 0 | 97 | 11 | 103 | 99 | 100
CC1CC(NC(=O)C2(C)CC2(Cl)Cl)CC(C)(C)C1 (stereo unspecified) | 71 | 94 | 0 | 95 | -1 | 102 | 118 | 87
COc1ccc(S(=O)(=O)NCC2CCCN(C(=O)c3cccnc3C)C2)cc1 (stereo unspecified) | 111 | 98 | 2 | 95 | 0 | 105 | 97 | 105
Cc1ccc(C(=O)N(c2c(C)n(C)n(-c3ccccc3)c2=O)C(C)C)cc1 | 93 | 101 | 1 | 99 | 9 | 94 | 98 | 100
CNC(=S)N1CCN(c2nc3ccccc3s2)CC1 | 102 | ? | 0 | ? | 3 | ? | ? | ?
CCCN1C(=O)c2ccc(C(=O)Nc3cc(C)ccc3O)cc2C1=O | 107 | 102 | 3 | 100 | 15 | 91 | 97 | 97
CCN1CCN(Cc2c(C(=O)N/N=C(\C)c3ccc(Cl)c(Cl)c3)nnn2-c2nonc2N)CC1 | 96 | 103 | 0 | 104 | -2 | 90 | 105 | 103
COc1ccc(/C=C2\S/C(=N/S(=O)(=O)c3cccs3)NC2=O)cc1 | 116 | 105 | 4 | 95 | 3 | 95 | 98 | 96
CN(C(=O)c1cccc(NC(=O)C2CCCN(C(=O)OC(C)(C)C)C2)c1)C1CCC1 (stereo unspecified) | 104 | 96 | 0 | 93 | -14 | 107 | 96 | 98
COc1cc(/C=N/NC(=O)c2nc(-c3ccccc3)n(-c3ccccc3)n2)ccc1O | 89 | 103 | 1 | 110 | 9 | 75 | 101 | 93
O=C1CC(=O)C(n2cncn2)C(c2cccc(Cl)c2)C1 (stereo unspecified) | 101 | 100 | 1 | 96 | -9 | 92 | 100 | 103
CCOC(=O)COc1cccc2c(=O)n(CC(=O)NCCc3ccccc3)ccc12 | 111 | 98 | 0 | 102 | 0 | 104 | 98 | 100
Cc1cc(C)n2c(SCc3ccc(Br)cc3)nnc2n1 | 97 | 95 | 0 | 85 | 6 | 114 | 97 | 97
Cc1ccc(CNC(=O)C2CCN(S(=O)(=O)c3c(C)noc3/C=C/c3ccco3)CC2)cc1 | 95 | 93 | 3 | 90 | 2 | 99 | 101 | 94
Cc1nnc(NC(=O)c2nc(S(=O)(=O)Cc3ccccc3C)ncc2Cl)s1 | 109 | 102 | 3 | 102 | 15 | 99 | 103 | 104
NC(=O)CC(NC(=S)NCc1ccccc1)C(=O)O (stereo unspecified) | 93 | 96 | 0 | 97 | -9 | 105 | 105 | 110
Cc1ccc(C)c(-n2c3nc(=O)n(C)c(=O)c-3cc3ccccc32)c1 | 104 | 92 | 3 | 100 | 19 | 108 | 115 | 108
CN1CCN(C2CC(=O)N(Cc3ccc(N4CCCC4=O)cc3)C2=O)CC1 (stereo unspecified) | 102 | 97 | 1 | 88 | 30 | 100 | 97 | 108
Cc1ccc(NC(=O)CSCC(=O)N2CCN(Cc3ccc4c(c3)OCO4)CC2)cc1 | 106 | 98 | 0 | 102 | 0 | 94 | 95 | 98
COc1cccc(C(C(=O)NC2CCCC2)N(CCC(C)C)C(=O)CCC(=O)Nc2cc(C)on2)c1 (stereo unspecified) | 99 | 103 | 2 | 104 | -5 | 92 | 105 | 103
Cn1c(CN2CCOCC2)nnc1SCC(=O)Nc1cccc(C(F)(F)F)c1 | 125 | 102 | 0 | 101 | -5 | 93 | 100 | 97
c1ccc2sc(Nc3nc4cc5c(cc4s3)OCO5)nc2c1 | 98 | 107 | 0 | 106 | · | 103 | 111 | 105
CCOC(=O)c1cnc2ccc(C(=O)OC)cc2c1NCCCN1CCOCC1 | 102 | 104 | 0 | 109 | 3 | 96 | 107 | 93
O=C(Cn1c2ccc(F)cc2c2nc3n(c(=O)c21)CCS3)Nc1ccccc1C(F)(F)F | 102 | 97 | 0 | 95 | 9 | 93 | 106 | 97
N/C(=N\OC(=O)C1CCCCC1)c1cccc([N+](=O)[O-])c1 | 93 | 94 | 0 | 103 | 18 | 96 | 96 | 95
Cn1c(OCc2cccnc2)nc2c1c(=O)n(Cc1ccc(F)cc1)c(=O)n2C | 94 | 100 | 2 | 102 | 16 | 103 | 101 | 99
CCOC(=O)N1CCN(C(=O)CSCC(=O)Nc2nc(-c3ccc(OC)cc3)cs2)CC1 | 105 | 102 | 1 | 105 | 16 | 102 | 105 | 104
CC1=C(C(=O)OCc2ccccc2)C(c2ccccn2)c2c(n(C)c(=O)n(C)c2=O)N1 (stereo unspecified) | 92 | 94 | 0 | 95 | -2 | 89 | 96 | 93
O=C(c1ccco1)N1CCN(Cc2cc(=O)c(OCc3cccc(Cl)c3)co2)CC1 | 101 | 98 | 2 | 88 | 2 | 105 | 93 | 104
Cc1ccc(C(=O)Oc2ccc(-c3nnco3)cc2)o1 | 87 | 102 | 3 | 101 | 9 | 113 | 106 | 113
Cc1ccc(C)c(-c2csc(NC(=O)c3cnccn3)n2)c1 | 109 | 100 | 1 | 92 | -5 | 95 | 108 | 96
CCCCOc1ccc(C2(C)NC(=O)NC2=O)cc1 (stereo unspecified) | 100 | 100 | 0 | 100 | -5 | 105 | 112 | 102
Cc1nn(Cc2cccc(C(=O)Nc3ccn(Cc4ccccc4F)n3)c2)c(C)c1[N+](=O)[O-] | 98 | 102 | 0 | 98 | · | 105 | 98 | 101
O=C(COc1ccc(Cl)cc1)NCCS(=O)(=O)N1CCN(c2ccc(F)cc2)CC1 | 99 | 102 | 3 | 106 | 20 | 98 | 101 | 105
O=C(NNc1ccc(Cl)cc1)c1cccs1 | 73 | 99 | 1 | 95 | 7 | 104 | 102 | 107
O=C(COC(=O)c1ccco1)Nc1nc2ccccc2s1 | 98 | 98 | 1 | 100 | 3 | 97 | 103 | 101
O=C(CSc1nc2ccccc2c(=O)n1CC1CCCO1)NCCc1ccccc1 (stereo unspecified) | 87 | 110 | 0 | 108 | 2 | 106 | 120 | 113
C=CC(C)N1C(=O)S/C(=C\c2ccc(N3CCOCC3)cc2C)C1=O (stereo unspecified) | 101 | 100 | 0 | 99 | -20 | 88 | 104 | 92
O=C(Nc1ccc(NC(=O)c2ccco2)nc1)c1cccnc1 | 102 | 99 | 0 | 107 | 4 | 96 | 101 | 103
Cn1cnnc1SCc1nc(N)nc(Nc2ccccc2)n1 | 94 | 102 | 0 | 103 | -5 | 108 | 104 | 107
CC1Oc2ccccc2C=C1/C=N/NC(=O)c1ccccc1 (stereo unspecified) | 107 | 98 | 0 | 101 | -14 | 103 | 102 | 96
CCC(Cc1ccccc1)NC(=O)C1CCN(c2nn3c(=O)cc(C)nc3s2)CC1 (stereo unspecified) | 108 | 98 | 0 | 102 | 1 | 103 | 98 | 105
O=C(NCCc1ccccc1C(F)(F)F)C1CCC(=O)N(C2CC2)C1 (stereo unspecified) | 107 | 97 | 0 | 102 | 1 | 102 | 103 | 100

Sorted by the number under VLA-4 inh (ascending): 3 of the compounds above.
SMILES | VLA-4 inh
Cc1ccc(NC(=O)CSCC(=O)N2CCN(Cc3ccc4c(c3)OCO4)CC2)cc1 | 0
FC(F)(F)c1ccccc1NC(=S)NC1CCN(Cc2ccccc2)CC1 | 3
O=C(Nc1ccc(NC(=O)c2ccco2)nc1)c1cccnc1 | 4

The list continues:
SMILES | Yeast superoxide | RPL19A-GFP yeast | GRK2 aptamer HTS | CIT2 TOR yeast | VLA-4 inh | LAP4-GFP MLPCN | MEP2 TOR yeast | AGP1-GFP MLPCN
N#Cc1cc([N+](=O)[O-])ccc1NC(=O)COC(=O)CC1CCCC1 | 115 | 117 | 0 | 107 | -11 | 102 | 107 | 99
CCN1C(=C2C(=O)c3ccccc3C2=O)C=Cc2ccccc21 | 117 | 106 | 2 | 108 | -4 | 105 | 115 | 107
Fc1cccc(CCN2C(=S)NC[C@@H]2Cc2ccccc2)c1 | 120 | 103 | 0 | 109 | -10 | 136 | 99 | 95
CCN1CCN(CCNC(=O)c2ccc3c(c2)N(Cc2ccc(F)cc2)C(=O)/C(=C/c2ccccc2)S3)CC1 | 85 | 103 | 0 | 93 | 13 | 127 | 102 | 110
Oc1ccc(-c2[nH]ncc2-c2cccc3cccnc23)c(O)c1 | 91 | 111 | 1 | 107 | -10 | 108 | 109 | 119
CCN(CC)c1ccc2cc(/C(N)=N/NC(=O)c3cccs3)c(=O)oc2c1 | 109 | 109 | 0 | 108 | -226 | 112 | 110 | 102
c1ccc(-c2ccccc2OCCCCN2CCCCC2)cc1 | 100 | 101 | 0 | 105 | -1 | 93 | 105 | 96
O=C(NCc1ccc(F)cc1)c1cnc(-c2ccccn2)nc1C(F)(F)F | 99 | 101 | 0 | 103 | -17 | 102 | 99 | 96
COc1ccc2cc(C(=O)Nc3ccc(F)cc3)sc(=O)c2c1OC | 99 | 94 | 0 | 100 | 16 | 108 | 99 | 94
